ABCB6 inh 2: blocks the human ABCB6 transporter | fluorescence ratio to DMSO, % at 10 µM | K562-ABCB6 porphyrin accumulation, flow cytometry, 1 h; stronger effect = lower value | 0.19% of 360,000 active;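 active = fluorescence ratio to DMSO below 75%, the collection mean minus 3 SD; inconclusive = too few cells collected in the well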;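 note: signal is porphyrin accumulated inside mitochondria; 100% equals median channel fluorescence of DMSO control wells; lower ratio means ABCB6 inhibition with less porphyrin fluorescence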
Target sequence (Q9NP58 whole entry, looked up): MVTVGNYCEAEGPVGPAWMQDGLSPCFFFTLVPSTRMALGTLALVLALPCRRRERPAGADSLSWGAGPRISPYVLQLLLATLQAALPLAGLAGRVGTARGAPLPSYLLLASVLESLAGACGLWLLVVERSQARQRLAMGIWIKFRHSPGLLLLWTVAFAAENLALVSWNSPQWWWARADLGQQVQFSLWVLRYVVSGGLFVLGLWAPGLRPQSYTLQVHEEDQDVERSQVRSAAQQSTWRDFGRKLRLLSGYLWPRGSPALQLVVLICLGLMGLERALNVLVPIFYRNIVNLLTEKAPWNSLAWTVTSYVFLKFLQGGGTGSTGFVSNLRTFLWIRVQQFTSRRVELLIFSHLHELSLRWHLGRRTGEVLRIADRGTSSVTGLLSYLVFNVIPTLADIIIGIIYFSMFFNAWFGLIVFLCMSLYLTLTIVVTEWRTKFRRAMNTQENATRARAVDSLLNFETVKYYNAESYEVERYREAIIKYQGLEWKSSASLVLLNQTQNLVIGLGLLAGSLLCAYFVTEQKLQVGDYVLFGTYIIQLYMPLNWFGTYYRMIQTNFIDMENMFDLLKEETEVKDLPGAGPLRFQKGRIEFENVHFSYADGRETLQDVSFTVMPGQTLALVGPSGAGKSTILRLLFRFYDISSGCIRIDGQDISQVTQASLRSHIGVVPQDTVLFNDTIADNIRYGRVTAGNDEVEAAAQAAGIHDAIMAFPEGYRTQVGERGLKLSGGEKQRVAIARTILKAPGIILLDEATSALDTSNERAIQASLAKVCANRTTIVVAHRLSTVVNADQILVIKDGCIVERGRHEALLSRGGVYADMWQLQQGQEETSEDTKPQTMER
HTR2A ag: agonists of mouse serotonin 5-HT2A receptor (HTR2A); P35363; CHO-K1 mHTR2A beta-arrestin complementation, luminescence; percent of 30 µM serotonin response; activation, % at 7.6 µM; 0.66% of 360,000 active; AID 624169;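 active = activation above a run cutoff, the mean activation of all tested compounds plus 3 SD, cut at about 14% in these data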;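 note: 0% = plate median of compound wells and 100% = 30 µM serotonin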
Cardio protect: protects H9c2 cardiomyocytes from peroxide injury | H2O2 injury protection, ATPLite, 2 h | protection from H2O2 cell death, % at 20 µM | 0.63% of 360,000 active;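 active = compounds giving at least 50% protection of heart cells from peroxide-induced death in the single-dose screen, raw or plate-pattern-corrected value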;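 note: 0% = DMSO wells with peroxide and 100% = DMSO wells without peroxide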
PDI inh: blocks human protein disulfide isomerase activity | P07237 | PDI insulin aggregation turbidity, A650, 90 min | inhibition, % at 10 µM | 0.052% of 350,000 active | AID 588391;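 active = mean inhibition across replicates of 30% or more, whatever share of single replicates reach that level; inconclusive = mean inhibition below 30% while every single replicate reaches 30%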;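 note: absorbance from insulin aggregation driven by PDI reduction with DTT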
MC4R antag cAMP: antagonists of human melanocortin 4 receptor (MC4R). P32245. MC4R-expressing cells, MTII-stimulated cAMP, LANCE TR-FRET. inhibition, % at 6.5 µM. 0.48% of 360,000 active. AID 540295;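 active = inhibition above its plate's cutoff, the mean of tested wells on that plate plus 3 SD, cut at about 29% in these data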;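 note: 0% = Melanotan II alone and 100% = Melanotan II plus saturating MCL0020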
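System: U2OS-MC4R stable cell line; Technique: Eu-cAMP/anti-cAMP TR-FRET, emission 671 nm; Repeats: single well per compound; Also added: Melanotan II; Dosing: one concentration, 6.5 µM nominal; Schedule: 30-min compound, 1-h challenge, 1-h detection, room temperature.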
CaV13 ICDI inh: Primary screen for inhibitors of IQ motif and Ca2+-dependent inactivation inhibitor domain binding in CACNA1D, Förster resonance energy transfer in living cells, …; 0.098% of 340,000 active; HEK cells, CFP/YFP FRET ICDI-IQ, plate reader, 10 min; percent FRET-ratio fall versus neutral wells; AID 743397; inhibition, % at 12.3 µM;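 active = mean replicate inhibition of at least 30% and at least 1% of replicates passing that level; inconclusive = only one of the two criteria is met; inactive = neither criterion is met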;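 note: 0% = median of the neutral control wells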
N-glyco inh: blocks N-linked glycosylation in D54 reporter cells; AID 588692; D54 ERlucT glycosylation luciferase reporter, 24 h; percent of 100 nM tunicamycin response; 0.23% of 360,000 active; reporter increase, % at 12.5 µM;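 active = mean luciferase reporter signal, scaled so untreated is 0 and the glycosylation-blocking control 100, at or above a set limit in every replicate; inconclusive = mean reaches the limit but not every replicate does; inactive = mean below the limit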;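 note: luciferase carries N-glycosylation sites so blocking glycosylation raises the light; 0% = median of neutral control wells and 100% = median of 100 nM tunicamycin wells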
Vif imaging: blocks HIV Vif function; HEK293T cells, Vif self-association by quenched fluorescence, imaging, 24 h; inhibition, % at 7.49 µM; 0.35% of 340,000 active; in the data active = inhibition above about 50%, passing the limit was not always enough; inconclusive = no clear call, values can overlap the other calls; inactive = below about 31%; note: some results filed as inactive read as strong as hits
aDG glyco act: increases alpha dystroglycan glycosylation. Pro5-aDG cells, alpha-DG glycosylation AlphaScreen (IIH6); 0% Pro5, 100% B10-LARGE cell signal. activation, % at 10 µM. 0.22% of 360,000 active. AID 624168;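 active = activation of at least 8% versus controls, or a plate z-score of at least 8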;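 note: Pro5 are CHO cells carrying HIG-tagged alpha-DG that lacks glycosylation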
MC4R barr agon: activates human MC4R beta-arrestin recruitment; P32245; U2OS MC4R beta-arrestin complementation, luminescence; percent of melanotan II response, DMSO zero; activation, % at 8.9 µM; 0.98% of 360,000 active; AID 540308;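 active = activation above a per-plate cutoff, the mean activation of sample wells on that plate plus 3 SD, cut at about 8% in these data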
* = called active by the depositor; ? = inconclusive; . = no result given.

1. N#CCCn1cc(/C=N/O)c(-c2ccc(-c3ccccc3)cc2)n1
2. CC(=O)c1cccc(N(C(=O)c2ccco2)C(C(=O)NC2CCCC2)c2ccccc2F)c1 (stereo not drawn)
3. O=C(CSc1nc2scc(-c3ccccc3)c2c(=O)[nH]1)N1CCOCC1
4. CN(CCc1ccccn1)c1ncnc2[nH]ncc12
5. CCOC(=O)N1CCC(NS(=O)(=O)c2cc3c(cc2Cl)NC(=O)CO3)CC1
6. CC1C/C(=N/N2C(=O)CSC2=S)CC(C)(C)C1 (stereo not drawn)
7. CC(C)CCNC(=O)Cc1csc(-c2ccccc2)n1
8. COc1ccccc1CCNC(=O)C1CCC(=O)N(C2CC2)C1 (stereo not drawn)
9. COc1ccc(CNCCC(c2ccc(OC(C)C)cc2)c2ccccc2OC)cc1OC (stereo not drawn)
10. O=C(NCCCCNC(=O)c1ccc(Cl)s1)c1ccc(Cl)s1

entry no.	1	2	3	4	5	6	7	8	9	10
ABCB6 inh 2	82.0	99.0	101.0	88.0	103.0	99.0	102.0	95.0	96.0	91.0
HTR2A ag	-5.8	6.0	-2.3	0.1	-2.0	2.1	-0.8	4.8	-9.2	-2.0
Cardio protect	-4.4	6.0	-1.3	8.4	-0.7	-3.1	3.2	-4.4	-20.0	6.9
PDI inh	8.8	-5.7	-1.6	3.2	-0.2	0.2	-0.3	-6.1	7.8	-3.0
MC4R antag cAMP	-16.3	10.8	18.0	-2.6	1.1	-3.6	15.6	15.5	5.1	-0.1
CaV13 ICDI inh	.	-3.5	.	-2.5	.	-7.2	-1.1	-7.1	-5.1	-5.9
N-glyco inh	9.5	2.8	1.0	-3.2	1.3	1.4	-0.5	0.2	-5.6	0.1
Vif imaging	-10.1	-8.9	-1.8	5.2	-5.5	22.1	-2.4	-7.1	-5.0	-2.1
aDG glyco act	-0.1	-0.1	0.2	0.0	-0.3	0.2	-0.2	0.0	0.5	-0.1
MC4R barr agon	-1.7	-2.5	-2.5	0.0	0.4	-0.3	0.4	-0.9	4.9	0.7

11. CC1=C(C(=O)N2CCOCC2)C(c2ccc(OC(F)F)cc2)NC(=S)N1c1ccccc1 (stereo not drawn)
12. NC(=O)Cn1c(-c2nonc2N)nc2ccccc21
13. Clc1ccc(-c2csc(N3CCC(c4ccccc4)C3)n2)cc1 (stereo not drawn)
14. CCCc1nc(SCC(=O)Nc2ccc(N3CCOCC3)cc2)c2ccccc2n1
15. O=C(Nc1ccccc1Cl)c1cc(C2CCCCN2C(=O)c2ccccc2)on1 (stereo not drawn)
16. N#C/C(=C\c1cc([N+](=O)[O-])c(N2CCCCC2)cc1N1CCCCC1)c1nn(-c2ccccc2)c(N)c1C#N
17. COc1ccc(Nc2nc3cc(-c4ccccc4C)sc3c(=O)n2C)cc1OC
18. Cc1ccc(C(=O)/C=C/c2ccc(-c3ccc(C)cc3)o2)cc1
19. CN(C)c1ccc(/C=N/NC(=O)CNC(=O)c2ccco2)cc1
20. CCOc1ccc(NC(=O)CN(C)c2ccc(S(=O)(=O)N3CCOCC3)cn2)cc1OCC

entry no.	11	12	13	14	15	16	17	18	19	20
ABCB6 inh 2	100.0	98.0	94.0	90.0	104.0	96.0	102.0	107.0	98.0	106.0
HTR2A ag	-0.7	1.6	1.4	4.6	-3.5	-3.8	7.6	9.2	0.7	2.3
Cardio protect	2.6	3.1	-25.9	2.1	-2.5	-19.6	9.1	-4.9	-2.3	-4.4
PDI inh	3.4	-1.0	-0.4	-5.1	-2.6	-4.0	-5.9	2.5	-4.3	-8.2
MC4R antag cAMP	7.1	11.8	2.0	4.1	34.9*	10.6	23.0	18.4	3.7	5.8
CaV13 ICDI inh	-1.5	-4.4	-1.3	-2.9	-3.6	.	-4.7	-4.8	23.9	-6.4
N-glyco inh	3.0	1.6	-0.5	3.4	-0.4	0.9	-3.0	18.9	1.1	-1.8
Vif imaging	-0.2	-16.0	-0.9	-0.2	-3.6	3.5	0.3	1.4	7.2	10.8
aDG glyco act	-0.1	-0.3	0.4	0.1	0.3	-0.7	-0.5	-0.5	0.1	-0.1
MC4R barr agon	-1.4	-3.6	2.1	-0.6	1.7	-1.3	-0.3	1.3	-2.5	0.4

21. C=C(C)Cn1c(C)cc(C)c(S(=O)(=O)c2ccc(C)cc2)c1=O
22. S=c1[nH]nc(COc2ccccc2)n1/N=C/c1ccco1
23. Cc1cc(C(=O)CSc2nnc(-c3ccccc3)n2C)c(C)n1C
24. CNC(=S)N/N=C/c1ccc(OCc2ccccc2)c(Br)c1
25. CC1CCCCN1S(=O)(=O)c1cccc(S(=O)(=O)N2CCOCC2)c1 (stereo not drawn)
26. Cc1sc2ncnc(NCc3cccs3)c2c1C
27. S=C(Nc1ccccc1Cl)N1CCCCC1
28. CC1(C(=O)NS(=O)(=O)c2ccc(C#N)cc2)CCN1C(=O)C1(c2ccc(Cl)cc2)CCC1 (stereo not drawn)
29. CCN1CCN(CCCNC(=O)C2c3ccccc3C(=O)N(c3ccc(OC)cc3)C2c2ccc(OC)cc2)CC1 (stereo not drawn)
30. Cc1ccc(C2C3=C(CC(C)(C)CC3=O)OC3=C2C(=O)CC(C)(C)C3)cc1

entry no.	21	22	23	24	25	26	27	28	29	30
ABCB6 inh 2	106.0	96.0	96.0	97.0	97.0	86.0	101.0	?	99.0	102.0
HTR2A ag	-4.9	7.1	-0.9	1.8	0.5	-3.3	2.9	2.5	-3.0	-5.1
Cardio protect	-7.5	-2.3	0.8	-5.6	-3.6	-15.2	-1.1	0.3	7.7	4.1
PDI inh	-0.6	7.9	-1.2	-1.4	1.3	-5.3	6.6	-0.6	2.2	-3.2
MC4R antag cAMP	4.8	0.7	12.8	16.7	4.9	1.9	7.1	4.8	4.1	8.2
CaV13 ICDI inh	-5.3	-5.8	-4.8	-4.1	-4.8	-5.7	-5.0	-5.6	-7.2	-5.3
N-glyco inh	-2.3	0.9	7.4	-1.8	-0.2	-0.5	4.1	0.5	0.0	-1.3
Vif imaging	0.6	4.2	-3.8	24.1	0.2	-13.2	2.8	-8.7	2.1	17.1
aDG glyco act	-0.3	0.5	-0.3	-0.1	0.1	5.2	0.1	0.2	0.0	-0.1
MC4R barr agon	-0.2	-2.4	-2.2	8.6*	-2.7	-1.3	2.4	-1.1	-0.2	2.0

Rewritten as a markdown table: entries from further up.
| item | compound | ABCB6 inh 2 | HTR2A ag | Cardio protect | PDI inh | MC4R antag cAMP | CaV13 ICDI inh | N-glyco inh | Vif imaging | aDG glyco act | MC4R barr agon |
| --- | --- | --- | --- | --- | --- | --- | --- | --- | --- | --- | --- |
| 20 | CCOc1ccc(NC(=O)CN(C)c2ccc(S(=O)(=O)N3CCOCC3)cn2)cc1OCC | 106.0 | 2.3 | -4.4 | -8.2 | 5.8 | -6.4 | -1.8 | 10.8 | -0.1 | 0.4 |
| 21 | C=C(C)Cn1c(C)cc(C)c(S(=O)(=O)c2ccc(C)cc2)c1=O | 106.0 | -4.9 | -7.5 | -0.6 | 4.8 | -5.3 | -2.3 | 0.6 | -0.3 | -0.2 |
| 22 | S=c1[nH]nc(COc2ccccc2)n1/N=C/c1ccco1 | 96.0 | 7.1 | -2.3 | 7.9 | 0.7 | -5.8 | 0.9 | 4.2 | 0.5 | -2.4 |
| 23 | Cc1cc(C(=O)CSc2nnc(-c3ccccc3)n2C)c(C)n1C | 96.0 | -0.9 | 0.8 | -1.2 | 12.8 | -4.8 | 7.4 | -3.8 | -0.3 | -2.2 |
| 24 | CNC(=S)N/N=C/c1ccc(OCc2ccccc2)c(Br)c1 | 97.0 | 1.8 | -5.6 | -1.4 | 16.7 | -4.1 | -1.8 | 24.1 | -0.1 | 8.6* |
| 25 | CC1CCCCN1S(=O)(=O)c1cccc(S(=O)(=O)N2CCOCC2)c1 (stereo not drawn) | 97.0 | 0.5 | -3.6 | 1.3 | 4.9 | -4.8 | -0.2 | 0.2 | 0.1 | -2.7 |
| 26 | Cc1sc2ncnc(NCc3cccs3)c2c1C | 86.0 | -3.3 | -15.2 | -5.3 | 1.9 | -5.7 | -0.5 | -13.2 | 5.2 | -1.3 |
| 27 | S=C(Nc1ccccc1Cl)N1CCCCC1 | 101.0 | 2.9 | -1.1 | 6.6 | 7.1 | -5.0 | 4.1 | 2.8 | 0.1 | 2.4 |

More structures follow:
31. COc1cccc2c(=O)n(CC(=O)NCCc3ccccc3)ccc12
32. Cc1cc(NC(=O)CSc2nnc(-c3ccncc3)n2C)n(-c2ccccc2)n1
33. CC(=O)c1sc2nc(-c3ccco3)ccc2c1N
34. Cc1ccc(CC(=O)Nc2ncc([N+](=O)[O-])s2)cc1
35. COc1ccccc1CNc1nc(NCC2CC2)nc2ccsc12
36. O=C(Nc1ccc([N+](=O)[O-])cc1)c1cncc(Br)c1
37. CC(=O)Nc1ccc(S(=O)(=O)N2CCN(C(=O)N3CCCC3)CC2)cc1
38. N#Cc1ccc(C(=O)NCC(c2ccco2)N2CCCC2)cc1 (stereo not drawn)
39. CCC(=O)Nc1ccc(N2CCN(S(C)(=O)=O)CC2)cc1
40. Cc1ccc(N2C(=O)C3CC(c4ccccc4)=C4C5C=CC(C6C(=O)N(c7ccc(C)cc7)C(=O)C56)C4C3C2=O)cc1 (stereo not drawn)
41. Cc1ccc(NC(=O)c2ccc(S(=O)(=O)N3CCOCC3)cc2)c(C)c1

entry no.	31	32	33	34	35	36	37	38	39	40	41
ABCB6 inh 2	100.0	140.0	97.0	106.0	95.0	105.0	93.0	92.0	97.0	108.0	167.0
HTR2A ag	7.1	-0.5	9.1	-5.5	-12.2	-3.6	6.9	-8.0	3.5	-3.1	-7.3
Cardio protect	2.1	4.0	0.9	-26.5	-27.1	-7.6	-6.4	-7.0	0.7	16.6	1.8
PDI inh	0.7	0.4	-1.9	2.4	-3.1	7.7	0.7	-0.1	6.5	-0.1	-6.4
MC4R antag cAMP	8.5	3.0	-9.6	16.7	-10.7	3.1	-5.8	-4.1	4.2	13.5	0.9
CaV13 ICDI inh	4.5	-4.1	-22.5	-6.6	-5.2	-4.6	-4.4	-5.1	-1.4	-7.3	-3.9
N-glyco inh	3.0	1.4	4.9	-1.2	2.3	-6.8	0.7	-1.8	1.4	14.6	0.9
Vif imaging	0.2	-0.2	2.9	3.5	.	-0.2	0.2	28.0	-2.4	4.0	-2.0
aDG glyco act	0.0	0.0	0.2	0.0	0.5	0.0	0.0	0.5	0.0	0.7	-0.2
MC4R barr agon	0.3	-1.5	-1.4	0.1	-0.6	-2.9	-0.9	0.6	0.4	8.6*	-0.1

High-throughput results deposited in PubChem BioAssay by several laboratories.
